# Peg3 prom inh – inhibitors of Peg3 promoter. hit rate 1.7% among 360,000. inhibition, % at 20 µM. HeLa PEG-Prom luciferase reporter, luminescence, overnight;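 active = inhibition of at least 50% at 20 µM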
# aDG glyco up – alpha-DG glycosylation activation; Pro5-aDG cells, alpha-DG glycosylation AlphaScreen (IIH6); 0% Pro5, 100% B10-LARGE cell signal; activation, % at 10 µM; hit rate 0.22% among 360,000;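 active = activation of at least 8% versus controls, or a plate z-score of at least 8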;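 also: Pro5 are CHO cells carrying HIG-tagged alpha-DG that lacks glycosylation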
# HIF-2a block – blocks HIF-2a reporter activity; AID 624352; hit rate 0.72% among 360,000; 786-0 RCC cells HIF-2a reporter, luciferase luminescence, overnight; inhibition, % at 18.8 µM;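 active = inhibition of the luminescence signal of 40% or more relative to plate controls, in a single-dose primary screen at 18.75 µM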
# KKLEB tox – reduces viability of KKLEB cystic fibrosis airway cells. KKLEB CF airway cells viability, ATPlite luminescence, overnight; stronger effect = lower value; cells stimulated with P. aeruginosa culture filtrate. activity change (cytotoxicity), % at 5 µM. hit rate 0.36% among 360,000. AID 602141;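 active = corrected activity change at or below -50% at 5 µM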
# NR2E3 ag-1 – activates human photoreceptor nuclear receptor NR2E3; Q9Y5X4; inhibition of corepressor binding, % at 4.78 µM; GST-NR2E3/biotin-RetCOR TR-FRET, 1536-well; AID 2300; hit rate 0.12% among 320,000;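 active = percent inhibition above the cutoff of mean plus 3 SD of all tested compounds, set per screening campaign, cut at about 20% in these data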;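 also: 0% = DMSO wells and 100% = biotin wells as full block of FRET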
# Target sequence (Q9Y5X4 whole entry, looked up): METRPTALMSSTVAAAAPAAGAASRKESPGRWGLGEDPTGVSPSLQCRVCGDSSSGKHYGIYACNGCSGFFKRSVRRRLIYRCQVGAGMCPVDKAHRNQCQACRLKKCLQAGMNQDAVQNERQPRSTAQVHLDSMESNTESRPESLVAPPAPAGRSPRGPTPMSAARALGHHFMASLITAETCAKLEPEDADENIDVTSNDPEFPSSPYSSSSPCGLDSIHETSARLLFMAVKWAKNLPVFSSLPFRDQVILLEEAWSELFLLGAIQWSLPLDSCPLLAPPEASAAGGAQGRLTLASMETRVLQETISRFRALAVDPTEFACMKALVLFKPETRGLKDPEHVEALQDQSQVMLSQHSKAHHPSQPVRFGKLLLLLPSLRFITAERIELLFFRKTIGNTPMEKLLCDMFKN
#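 System: GST-tagged NR2E3 plus biotinylated RetCOR corepressor; Amount: 1.35 nM GST-tagged NR2E3 final; Dosing: single nominal compound dose of 4.8 µM; Schedule: 5 h incubation at 4 °C; Technique: TR-FRET with europium anti-GST and streptavidin-D2, 340 nm excitation; Controls: biotin wells as high control, 0.6% DMSO wells as low control.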
# CF NFkB inh – cystic fibrosis NF-kB activation inhibition. KKLEB NF-kB-GFP reporter, PAF-induced, GFP fluorescence overnight. inhibition, % at 5 µM. hit rate 0.86% among 360,000. AID 588850;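 active = at least 50% inhibition at 5 µM, scaled per plate between neutral and stimulator controls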;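 also: PAF is a Pseudomonas aeruginosa culture filtrate used as stimulus; plate controls were PAF-stimulated DMSO wells for no effect and unstimulated DMSO wells for full effect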
# NR2E3 ag-2 – human photoreceptor-specific nuclear receptor agonism | Q9Y5X4 | CHO-S Gal4-NCOR/VP16-NR2E3 two-hybrid, luciferase | inhibition of corepressor binding, % at 3.98 µM | hit rate 0.35% among 360,000 | AID 602229;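 active = inhibition above the mean of all tested compounds plus 3 SD, cut at about 70% in these data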;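 also: 0% = DMSO with NR2E3 transfected cells and 100% = cells lacking NR2E3 construct; higher means lower luciferase signal from less NR2E3 corepressor binding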
# hiPSC survival – enhancers of human iPSC single-cell survival | hit rate 0.044% among 360,000 | hiPSC single-cell survival, ATPlite luminescence; 100% = ROCK inhibitor wells, 0% = DMSO | survival enhancement, % at 20 µM | AID 602274; in the data active = survival enhancement above about 18%;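 also: cells exposed to compounds for 16 hours before the ATP read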
# TWEAK Fn14 block – blocks TWEAK-Fn14 interaction in a reporter cell assay. inhibition, % at 10 µM. hit rate 2% among 360,000. TWEAK-stimulated Fn14 reporter cells, luciferase luminescence, 8 h; in the data active = inhibition above about 50%
# Shn3 3UTR inh – Schnurri-3 reporter inhibition in Clone20 osteoblasts. Clone20 osteoblast Shn3 3'UTR firefly luciferase, 24 h. inhibition, % at 12.5 µM. hit rate 0.52% among 360,000. AID 588674;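 active = mean inhibition of at least 75% with every replicate also reaching 75%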;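 also: 0% = median of neutral control wells and 100% = pilot-screen positive control compound; some compounds past the cut are filed as inactive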
# TRPM1 prom inh – inhibitors of MITF-driven TRPM1 promoter in melanoma cells. SK-MEL-5 TRPM1 promoter luciferase, 24 h. hit rate 0.83% among 330,000. inhibition, % at 12.5 µM;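 active = mean inhibition across replicates of 60% or more, whatever share of single replicates reaches that level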; also: values of inactives mirror those of a sister screen read the other way
# Starred values were filed as active, the others as inactive; / = not tested or not shown; & = joins results of further samples.
SMILES,Peg3 prom inh,aDG glyco up,HIF-2a block,KKLEB tox,NR2E3 ag-1,CF NFkB inh,NR2E3 ag-2,hiPSC survival,TWEAK Fn14 block,Shn3 3UTR inh,TRPM1 prom inh
CN(C)/C=N/NC(=O)c1ccccc1Cl,3,0.0,4,6,-6,3,-12,-0.4,5,-34,9
Cc1nc(NC(=O)c2ccncc2)sc1C(=O)N(C)C,8,-0.2,14,7,-2,-30,-9,0.2,0,-16,1
Cc1onc(-c2ccccc2)c1C(=O)N[C@@H]1C(=O)N2C1SC(C)(C)[C@@H]2C(=O)O (stereo partly drawn),18,-0.2,13,5,/,3,-9,0.3,15,-3,-1
CS(=O)(=O)N1CCN(c2ccccc2NC(=O)c2ccc3ccccc3c2)CC1,15,0.2,-38,-6,4,2,-16,0.1,29,17,-6
O=C(NCc1ccccn1)C1CCN(Cc2cnn(-c3ccccc3)c2-n2cccc2)CC1,7,-0.4,16,12,1,-5,-10,-2.5,-6,9,-4
CC1C[N+](=C2C=C(N3CCOCC3)CC(C)(C)C2)CC(C)O1 (stereo not drawn),-8,-0.1,16,3,0,-2,12,-0.3,-13,-7,8
COc1cccc(NC(=O)CN(C)C(=O)c2ccc(-n3cncn3)c([N+](=O)[O-])c2)c1,-2,0.0,3,8,-2,17,-2,-0.6,-5,-5,11
CC1CCc2c(sc(NC(=O)CN3CCN(C(=O)c4ccco4)CC3)c2C#N)C1 (stereo not drawn),25,-0.3,6,-2,-1,-7,26,-1.2,-9,17,-5
Cc1ccc(C)c(S(=O)(=O)NC(C)C(=O)Nc2ccc(-c3nc4ccccc4s3)cc2)c1 (stereo not drawn),-220,-0.2,-163,-27,1,37,-124,-0.6,-59,-23,-49
COc1ccc(-c2cc(=O)oc3cc(OC(C)C(=O)O)ccc23)cc1 (stereo not drawn),3,-0.1,13,17,-2,4,-15,-1.0,11,-6,8
O=C(c1ccco1)N1CCN(c2cc(C(F)(F)F)nc3ncnn23)CC1,6,-0.1,15,-12,3,-2,-17,5.2,8,4,-12
CCCc1nnc(NC(=O)CCCC(=O)O)s1,23,-0.1,4,-1,-5,11,-4,-0.1,37,4,2
O=C(O)C(O)Cc1c[nH]c2ccccc12 (stereo not drawn),8,0.4,18,12,1,-6,-17,-0.5,9,-2,0
CCC(=O)C(C#N)(c1ccc(OC)c(OC)c1)C(C)C (stereo not drawn),3,0.0,9,-1,-3,18,-17,-1.5,-11,11,6
COC(=O)/C=C1\N/C(=N\c2nc(C)cc(C)n2)N(c2ccc(C)cc2)C1=O,2,0.3,21,-7,4,3,1,-3.0,9,-34,8
CC1(C)Cc2[nH]c3ccccc3c2C(C)(C)N1,6,-0.1,15,3,-1,12,-3,-0.3,-8,8,3
COc1ccccc1CNC(=O)CCNC(=O)C1CCN(S(=O)(=O)c2ccccc2)CC1,1,0.1,1,10,2,7,4,1.6,-5,1,0
CCN(CC)c1ccc(C(=O)OCC(=O)NCC2CCCO2)cc1 (stereo not drawn),31,0.1,3,4,3,3,-10,-2.6,3,-9,2
CCCc1nc2c(s1)CCc1onc(-c3cccc([N+](=O)[O-])c3)c1-2,-4,-0.3,11,10,1,-12,-8,-1.9,-4,-5,7
COc1cccc(SCc2noc(C(=O)NCC3CC3)c2C(=O)NCC2CC2)c1,11,0.1,11,3,3,-13,19,-1.1,-2,7,-13
CCOc1ccc(C(=O)NCc2ccco2)cc1Cl,-12,0.1,-14,12,0,-10,-19,-0.5,9,2,1
Cc1ccc(N(CC(=O)NCc2ccco2)C(=O)CNS(=O)(=O)c2ccccc2)c(C)c1,3,0.0,12,3,-1,5,-13,1.5,6,8,0
Cc1ccnc(SCCn2c(N3CCN(Cc4ccccc4)CC3)nc3c2c(=O)[nH]c(=O)n3C)n1,6,-0.1,17,6,0,-5,-25,0.9,-4,0,/
CCN(C(=O)CSc1nnc(-c2ccccc2Cl)n1N)c1c(N)n(Cc2ccccc2)c(=O)[nH]c1=O,-2,-0.1,10,-11,/,4,7,-0.2,1,6,6
O=C(Nc1cccc(S(=O)(=O)c2cccc(NC(=O)C3CC3)c2)c1)C1CC1,17,0.7,11,2,1,15,20,-1.0,14,62,18
Cc1ccc(-n2c(=O)cc(N3CCN(Cc4ccccc4)CC3)[nH]c2=O)cc1,5,0.8,2,1,2,-26,-13,0.6,-30,-10,-1
Cc1cc(C)nc(NC(=O)c2ccc(Cl)c([N+](=O)[O-])c2)n1,2,0.4,10,-8,-2,4,-10,-0.7,3,-19,-3
Cc1oc2c(O)c(O)ccc2c(=O)c1-c1ccccc1,1,0.3,-7,17,0,-20,-17,2.5,-23,-7&-2,/
Cc1ccc(OCC(=O)NNC(=S)NC(=O)c2ccc(Br)o2)c(C)c1,34,0.3,-2,-6,/,5,0,-0.3,-23,14,12
COc1nc(OCC#N)nc(N2CCCCC2)n1,5,0.0,11,-5,-3,8,9,-0.6,-16,9,0
COc1ccc2c(c1OC)c(=O)n1c3ccc(OC(C)C(=O)NCCCN4CCOCC4)cc3c3ccnc2c31 (stereo not drawn),8,-0.1,2,6,-1,-67,-38,0.1,3,27,3
CCOC(=O)c1c(C)[nH]c(C(=O)COC(=O)C2=NNC(=O)CC2)c1C,13,0.0,1,-4,-3,0,-3,0.0,-5,10,9
CCOc1ccc(C(Nc2ccc(C)cc2)P2(=O)OCCCO2)cc1 (stereo not drawn),-13,0.1,1,0,1,-1,-18,-2.8,1,-3,-1
O=C(N1CCCC1)C(F)(F)Oc1ccc(F)cc1,7,-0.2,-9,-4,2,9,-40,0.0,4,-15,-10
O=C(NC1C(=O)NNC1c1ccccc1)c1ccc(F)cc1 (stereo not drawn),-35,-0.2,-34,8,2,-3,-24,2.1,-7,-25,-15
CC(C)(C)N=C1NN=C(c2cc3ccccc3o2)CS1,-222,-0.1,-184,0,-5,-4,-29,-1.2,63*,-36,-26
Cc1ccc(NC(=S)NC(=O)C2CCCC2)cc1C,-259,-0.1,-286,8,3,-7,-55,0.2,9,-88,-108
CCc1n[nH]c(=O)n1Cn1c(CC)n[nH]c1=O,9,0.7,11,1,-6,5,1,-2.4,-16,5,-1
Nc1cccc2c1C(=O)N(C(=O)c1ccc(S(=O)(=O)N3CCCCCC3)cc1)C2=O,9,-0.2,15,0,-1,-9,-6,4.5,-2,3,-6
C=CCOn1c(=O)c(-c2ccccc2)[n+]([O-])c2ccccc21,14,-0.4,4,19,-1,0,-1,-0.4,-1,-9,1
Cc1ccc(NC(=O)C2CCN(C(=O)c3ccccc3C)CC2)cc1,13,-0.1,18,0,2,6,6,-1.2,1,-7,2
COc1ccc(CNS(=O)(=O)c2ccc(-n3cnnn3)c(C)c2)cc1,-2,-0.1,-5,7,0,6,18,-0.4,24,26,13
CSc1ccc(/C=C/C(=O)OCC(=O)N2CCCCCC2)cc1,-6,0.0,-13,7,/,-6,13,-0.6,-6,-16,-15
Cc1ccc(S(=O)(=O)NC2CCCCCC2)cc1,2,0.1,-16,-5,/,3,6,-1.8,13,7,8
Cc1ccc(-c2nn3c(C)nnc3s2)cc1NC(=O)c1ccco1,-5,0.0,-23,1,-1,-22,-37,-0.8,-8,-21,-8
O=C(Nc1ccc(Cl)cc1F)c1ccc(-n2cncn2)cc1,-121,-0.1,-91,16,4,-15,-32,-2.7,-9,-54,-67
O=C(Oc1ccc(C(=S)N2CCOCC2)cc1)c1ccccc1F,17,0.1,17,-7,1,0,-16,-0.4,2,0,3
O=C(CSc1ncccn1)NNC(=O)c1ccccc1,0,-0.1,13,-14,0,26,9,-0.4,3,-6,-5
CCOC(=O)c1ccc(Nc2c(OCC)c(=O)c2=O)cc1,20,0.0,14,7,0,-12,-15,0.4,-3,-58,14
Cc1cc(C)c(NC(=O)c2c[nH]c(=S)n2-c2ccc(F)cc2)c(C)c1,12,0.3,5,12,-2,-7,-10,-0.2,-2,-6,3
CCn1cc(C(=O)N2CCN(c3ccccc3F)CC2)c(=O)c2ccc(C)nc21,16,0.1,-9,4,5,7,-2,-1.7,-16,15,-1
Cc1ccc(C2OC(=O)C=C2c2ccccc2)cc1 (stereo not drawn),7,0.4,5,4,0,9,-22,1.9,4,15,1
Cc1ccc(-n2c(Cc3ccccc3)n[nH]c2=S)cc1,10,0.0,13,1,2,-6,-4,-2.6,-12,11,-11

# Some of these compounds in order of SMILES length, smallest number first.
SMILES,Peg3 prom inh,aDG glyco up,HIF-2a block,KKLEB tox,NR2E3 ag-1,CF NFkB inh,NR2E3 ag-2,hiPSC survival,TWEAK Fn14 block,Shn3 3UTR inh,TRPM1 prom inh
O=C(O)C(O)Cc1c[nH]c2ccccc12 (stereo not drawn),8,0.4,18,12,1,-6,-17,-0.5,9,-2,0
CCOc1ccc(C(=O)NCc2ccco2)cc1Cl,-12,0.1,-14,12,0,-10,-19,-0.5,9,2,1
Cc1ccc(NC(=S)NC(=O)C2CCCC2)cc1C,-259,-0.1,-286,8,3,-7,-55,0.2,9,-88,-108
CC1(C)Cc2[nH]c3ccccc3c2C(C)(C)N1,6,-0.1,15,3,-1,12,-3,-0.3,-8,8,3
CCC(=O)C(C#N)(c1ccc(OC)c(OC)c1)C(C)C (stereo not drawn),3,0.0,9,-1,-3,18,-17,-1.5,-11,11,6
CCN(CC)c1ccc(C(=O)OCC(=O)NCC2CCCO2)cc1 (stereo not drawn),31,0.1,3,4,3,3,-10,-2.6,3,-9,2
COc1ccc(-c2cc(=O)oc3cc(OC(C)C(=O)O)ccc23)cc1 (stereo not drawn),3,-0.1,13,17,-2,4,-15,-1.0,11,-6,8
Cc1ccc(OCC(=O)NNC(=S)NC(=O)c2ccc(Br)o2)c(C)c1,34,0.3,-2,-6,/,5,0,-0.3,-23,14,12
Cc1cc(C)c(NC(=O)c2c[nH]c(=S)n2-c2ccc(F)cc2)c(C)c1,12,0.3,5,12,-2,-7,-10,-0.2,-2,-6,3
COc1ccccc1CNC(=O)CCNC(=O)C1CCN(S(=O)(=O)c2ccccc2)CC1,1,0.1,1,10,2,7,4,1.6,-5,1,0
Cc1ccc(C)c(S(=O)(=O)NC(C)C(=O)Nc2ccc(-c3nc4ccccc4s3)cc2)c1 (stereo not drawn),-220,-0.2,-163,-27,1,37,-124,-0.6,-59,-23,-49
Cc1ccnc(SCCn2c(N3CCN(Cc4ccccc4)CC3)nc3c2c(=O)[nH]c(=O)n3C)n1,6,-0.1,17,6,0,-5,-25,0.9,-4,0,/
COc1ccc2c(c1OC)c(=O)n1c3ccc(OC(C)C(=O)NCCCN4CCOCC4)cc3c3ccnc2c31 (stereo not drawn),8,-0.1,2,6,-1,-67,-38,0.1,3,27,3

# Screens: PubChem BioAssay, several laboratories

# The order is random; overall some 4.4% were active at least once.
